# HT1080NT lethal: qHTS for induction of synthetic lethality in tumor cells producing 2HG: qHTS for the HT-1080-NT fibrosarcoma cell line; HT-1080-NT fibrosarcoma viability, CellTiter-Glo ATP luminescence, 48 h; Potency, µM (titrated, usually from 46.1 µM), for the others: top-dose activity, negative = less viability, hits mostly cytotoxic; 360,000 compounds, 1.6% hits;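 note: NT is the 2HG producing partner of a matched IDH1 knockdown line; potency is the fitted concentration of half-maximal effect; 0% = DMSO-treated cells and -100% = media-only wells without cells; nearly all actives have a fitted effect of over 55% in size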
#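 HT-1080-NT fibrosarcoma cells (2HG-overproducing), 750 cells/well in RPMI with 5% FBS, dosed after 2 h and incubated 48 h at 37C. CellTiter-Glo luminescence normalized to DMSO and no-cell wells; concentration-response curves fitted and classed.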
# HT1080 IDH1KD tx: qHTS for induction of synthetic lethality in tumor cells producing 2HG: qHTS for the HT-1080-IDH1KD cell line | HT-1080 IDH1 knockdown viability, ATP luminescence, 48 h | Potency, µM (highest dose often 46.1 µM), inactives show top-dose activity, negative = toxicity, usual class: cytotoxic | 360,000 compounds, 2% hits;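 note: potency is the fitted concentration of half-maximal effect; 0% = DMSO wells and -100% = cell-free medium wells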
#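 In this qHTS, HT-1080 cells depleted of IDH1 are exposed for 48 h at 37 °C to compound titrations. Toxicity is scored from CellTiter-Glo luminescence, with DMSO as full viability and medium alone as none.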
# KB-V1 MDR tox: qHTS assay for MDR1-selective chemotherapeutics: Primary screen using the drug-selected MDR subline cells KB-V1 | KB-V1 MDR cells viability, CellTiter-Glo, 72 h | Potency, µM (titrated, usually from 46.1 µM), for inactives: top-dose activity change, negative = cytotoxicity, actives largely listed as cytotoxic | 400,000 compounds, 3.4% hits; note: potency is the fitted concentration of half-maximal effect; % is set by controls: 0 for no effect and ±100 for the full control effect; nearly all actives have a fitted effect of over 60% in size
#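 Luminescent ATP read-out (CellTiter-Glo, 10 min) measures survival of drug-selected KB-V1 MDR cells after 72 h, 37 degrees C compound exposure. Medium: phenol-red-free DMEM, 10% FBS. Values from fitted concentration-response curves.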
# KB-3-1 cytotox: qHTS assay for MDR1-selective chemotherapeutics: Primary screen using the parental adenocarcinoma cell KB-3-1; 400,000 compounds, 1.4% hits; KB-3-1 viability, CellTiter-Glo ATP luminescence, 72 h; AID 1347075, 2019; Potency, µM (titrated, usually from 46.1 µM), inactives show at the highest dose activity change, negative = cytotoxic, most hits filed as cytotoxic; note: potency is the fitted concentration of half-maximal effect; % is set by controls: 0 for no effect and ±100 for the full control effect; nearly all actives have a fitted effect of over 60% in size
#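 Parental KB-3-1 adenocarcinoma cells in phenol-red-free DMEM with 10% FBS were pin-treated with compounds at several concentrations, incubated 72 h at 37 °C, and viability read by CellTiter-Glo luminescence; concentration-effect curves were fitted after normalization.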
# S2 tox: Viability Counterscreen for Primary qHTS for Inhibitors of ATXN expression. S2 cells (HEK-293 line with an ATXN2-luciferase reporter) viability, CellTiter-Fluor protease fluorescence, 24 h. Potency, µM (doses to about 56.7 µM), usual class: cytotoxic. 400,000 compounds, 0.49% hits. AID 651635, 2014; note: potency is the fitted concentration of half-maximal effect; nearly all actives have a fitted effect of over 40% in size
# MCF10A rerep: A quantitative high throughput screen for small molecules that induce DNA re-replication in MCF 10a normal breast cells. MCF 10A DNA re-replication, Hoechst nuclear intensity, 48 h. Potency, µM (series often up to 46.1 µM), for inactives: at the top dose activity, positive = re-replication, most hits filed as activators. 350,000 compounds, 2.9% hits; note: potency is the fitted concentration of half-maximal effect; % of control where 0% means no effect; nearly all actives have a fitted effect of over 50% in size
# IL-1B inflam inh: qHTS for Inhibitors of Inflammasome Signaling: IL-1-beta AlphaLISA Primary Screen; THP-1 LPS/ATP IL-1B secretion, AlphaLISA, 16 h; hits give low values; activity change, % at 57.5 µM; 360,000 compounds, 4.7% hits; AID 743279, 2014; in the data active = activity change below about -50%; inconclusive = mostly about -30% to -49%; note: % is set by controls: 0 for no effect and ±100 for the full control effect
#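 Secreted IL-1B measured by AlphaLISA bead assay after 16 h compound exposure of THP-1 cells; compounds (final up to 57.5 uM) added 1 h before LPS (250 ng/mL) and ATP (1.25 mM) stimulation; lower signal means less secretion.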
# ATXN2 expr inh: Primary qHTS for Inhibitors of ATXN expression; HEK-293 ATXN2-luciferase reporter, luminescence, 24 h; Potency, µM (doses to about 57 µM), inactives show at the highest dose activity change, negative = inhibition, usual class: inhibitors; 360,000 compounds, 0.72% hits; AID 1745845, 2022; note: potency is the fitted concentration of half-maximal effect; % is set by controls: 0 for no effect and ±100 for the full control effect; nearly all actives have a fitted effect of over 55% in size
#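 qHTS (up to 57 uM final) was run with 24 h compound exposure of reporter cells at 37 °C. Each well was multiplexed: SteadyGlo luminescence measured ATXN2-luciferase expression after a fluorogenic Gly-Phe-AFC viability readout (25 uM final).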
# SW480 rereplic: A quantitative high throughput screen for small molecules that induce DNA re-replication in SW480 colon adenocarcinoma cells; Potency, µM (titrated, usually from 46.1 µM), for the others: at the top dose re-replication activation, actives largely listed as activators; SW480 DNA re-replication, Hoechst DNA content imaging, 48 h; 340,000 compounds, 1.8% hits; note: potency is the fitted concentration of half-maximal effect; % of control where 0% means no effect; nearly all actives have a fitted effect of over 55% in size
#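 First, 250 cells per well were seeded. Next, compound or vehicle (23 nL) was pinned in, plates sat 48 hr at 37 C. Finally Hoechst was added for 40 min before fluorescence scanning.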
# An asterisk follows results filed as active; i = inactive; ? = inconclusive; · = no result given; & = joins results of further samples; [ ] = another dose, or the depositor's remark. Unless noted, calls come from the whole dose curve; as a rule, active = well fitted curve in the direction sought with a large enough effect; inconclusive = small, poorly fitted or top-dose-only effect, or another doubt; inactive = no such curve, though single readings can be large; an effect the other way counts as inactive or inconclusive.
SMILES,HT1080NT lethal,HT1080 IDH1KD tx,KB-V1 MDR tox,KB-3-1 cytotox,S2 tox,MCF10A rerep,IL-1B inflam inh,ATXN2 expr inh,SW480 rereplic
CCCOc1ccc(C(=O)Nc2ccc(Cl)cn2)cc1,1%,-1%,-3%,-9%,?,6%,?,46%[activator],2%
CC(C)CN1CCNC(=O)C1CC(=O)NCCc1ccc(C(F)(F)F)cc1 (stereo not given),0%,2%,?,51%,i,6%,-20,-15%,2%
c1ccc(Cn2nnnc2C(c2cccnc2)N2CCN(C3CCCCC3)CC2)cc1 (stereo not given),18%,19%,?,-7%,i,?,0,0%,-6%
CCOC(=O)CN1C(=O)S/C(=C/c2ccco2)C1=O,21%,10%,12%,9%,?,-2%,-2,14%,?
CC(C)(C)n1nc2c(c1NC(=O)c1ccc(S(=O)(=O)N3CCCC3)cc1)CSC2,-9%,0%,5%,2%,i,1%,25,8%,-5%
COc1cc(OC)cc(-c2c(-c3ccc(F)cc3)c3cc(-c4ccc5c(c4)OCCO5)ccc3n2C)c1,?,4%,-9%,?,i,?,55,-10%,3%
O=[N+]([O-])c1ccc2c(c1)ncn2CCc1ccccc1,-2%,1%,-5%,5%,?,?,10,4%,-16%
CCOC(=O)C1=C(O)C(=O)N(C2CCCCC2)C1,-12%,2%,10%,-2%,i,0%,13,-12%,-9%
COc1ccc(S(=O)(=O)N2CCCC2C(=O)Nc2nnc(-c3cccnc3)s2)cc1 (stereo not given),-2%,12%,-9%,13%,i,21%,29,7%,9%
COC(=O)Nc1nnc(CC(=O)Nc2ccccc2C)s1,8%,11%,4%,-1%,i,0%,1,0%,-2%

# The closing two records of the section before open the next one.
SMILES,HT1080NT lethal,HT1080 IDH1KD tx,KB-V1 MDR tox,KB-3-1 cytotox,S2 tox,MCF10A rerep,IL-1B inflam inh,ATXN2 expr inh,SW480 rereplic
COc1ccc(S(=O)(=O)N2CCCC2C(=O)Nc2nnc(-c3cccnc3)s2)cc1 (stereo not given),-2%,12%,-9%,13%,i,21%,29,7%,9%
COC(=O)Nc1nnc(CC(=O)Nc2ccccc2C)s1,8%,11%,4%,-1%,i,0%,1,0%,-2%
O=C(CSc1ncnc2sccc12)NCc1ccc2c(c1)OCO2,7%,16%,?,17%,i,-3%,11,-6%,9%
Cc1cc(SCC(=O)Nc2c(C)n(C)n(-c3ccccc3)c2=O)nc2ccccc12,4%,6%,·,·,i,-6%,-9,5%,-5%
CCOc1ccc(OCCC(=O)OCC(=O)N2CCN(S(=O)(=O)c3ccc(C)cc3C)CC2)cc1,-3%,10%,-29%,-7%,i,-1%,-9,0%,-2%
O=C(/C=C/c1ccco1)NC(=S)Nc1cccc(-c2nc3ccccc3o2)c1,5.2µM*,5.8µM*,8.2µM*,?,i,3.7µM*,37,16%,9.2µM*
Cc1c(NC(=O)c2cn3ccccc3n2)cccc1-n1cnnn1,25%,24%,12%,30%,i,0%,3,3%,11%
COc1ccc(CCNC(=O)COc2ccc3c(C)cc(=O)oc3c2)cc1,-27%,1%,-1%,1%,i,-5%,13,-5%,-4%
COC(=O)C(C)Sc1nc2c(cnn2-c2ccc(Cl)cc2)c(=O)[nH]1 (stereo not given),-1%,8%,?,12%,i,0%,35,-11%,-1%
COc1cc(C(=O)Nc2ccc3nc(SCc4ccc(C)cc4)sc3c2)cc(OC)c1OC,·,·,-13%,-14%,?,·,·,-8%,·
Cc1ccccc1OCC(=O)Nc1sc2c(c1C#N)CC(C)(C)NC2(C)C,23µM*,?,-13%,-13%,i,21µM*,-10,-22%,?
CC(C)c1ccc(NC(=O)c2cccnc2)cc1,-25%,0%[9.24 µM],-4%,-3%,i,-5%,22,58%[activator],1%
CCOc1ccc(Cl)cc1-c1cc(C(=O)NCc2cc(C(F)(F)F)cc(C(F)(F)F)c2)[nH]n1,?,?,?,?,?,·,0,?,·
O=C(COC(=O)Cc1ccc(Cl)cc1Cl)Nc1ccc(OC(F)F)cc1,4%,3%,5%,0%,i,-2%,22,-2%,·
COc1ccc(-n2ncc3c(SCC(=O)OC(C)C)ncnc32)cc1,-3%,3%,-8%,1%,i,·,-20,·,·
Nc1c(C(=O)NC2CCCC2)c2nc3ccccc3nc2n1/N=C/c1ccco1,-2%,-5%,-22%,-10%,i,?,-15,-5%,1.5µM*
Cc1nc2nc(NC(=O)CC(C)C)[nH]n2c(=O)c1Cc1ccccc1,·,·,5%,2%,i,·,·,12%,·
Cc1cc([N+](=O)[O-])ccc1N,-20%,-5%,7%,19%,i,-6%,13,5%,0%
Cc1ccc(-c2c3c(=O)n(C)c(=O)n(C)c3cn2Cc2ccccc2)cc1,-4%,2%,9%,9%,i,?,-27,0%,2%
Cc1cc(Nc2cc(C(=O)O)ccc2C)n2ncnc2n1,19%,16%,8%,19%,i,-1%,17,2%,-4%
Cc1nn(-c2ccc(N3CCOCC3)nn2)c(C)c1CCC(=O)NCc1ccc(F)cc1,-2%,1%,-3%&16%,4%&4%,i,-2%,-11,8%&12%,-16%
O=C(C1CCCC1)N1CCC(CO)(Cc2ccccc2Cl)CC1,-21%,-17%,?,-16%,i,0%,?,-23%[11.3 µM],-2%
CCC1(c2ccc(F)cc2)NC(=O)N(CC(=O)N2CCN(C(=O)c3ccco3)CC2)C1=O (stereo not given),-1%,5%,0%,-1%,i,-3%,13,3%,-3%
Cc1ccc(C(=O)c2ccccc2C(=O)OCC(=O)Nc2cccc([N+](=O)[O-])c2)cc1,1%,0%,23µM*,-5%,i,18%,-5,4%,2%
CCOC(=O)C1CCN(C(=O)Nc2ccc(OC(F)(F)F)cc2)CC1,2%,12%,-12%,5%,i,-23%,·,-11%,-18%
c1ccc2c(c1)ncn2-c1ncnc2sc3c(c12)CCCC3,-24%,-11%,-15%,4%,i,3%,18,3%,-1%
Cc1cc(C)cc(NC(=O)Nc2cnccn2)c1,0%,2%,-3%,3%,i,8%,1,7%,?
COc1ccc(NC(=O)c2cc(C3CCCCN3C(=O)C3CCCCC3)on2)c(C)c1 (stereo not given),1%,3%,-18%,0%,i,·,-14,-7%,·
Cc1ccc(NC(=O)CSc2nc3c(c(=O)[nH]2)CN(Cc2ccc(F)cc2)CC3)cc1C,2%,3%,?,2%,?,?,-1,13%,-3%
Cc1ccc(NC(=O)CCc2c[nH]c3ccccc23)nc1,?,?,?,4.1µM*,i,?,31,42%[activator],3.3µM*
Cc1ccc(Nc2cnn(C34CC5CC(CC(CC(=O)O)(C5)C3)C4)c(=O)c2Cl)c(Cl)c1,14%,19%,14%,6%,i,-1%,-1,8%,-4%
O=C(/C=C\Nc1cccc(F)c1)c1ccc2c(c1)OCO2,3%,1%,-15%,8%,i,21%,13,4%,4%
CC1(NC(=O)c2cc(Cl)nc3ccccc23)CCS(=O)(=O)C1 (stereo not given),5%,5%,?,15%,i,-1%,13,1%,-9%
CN1CCN(C(=S)SCc2nc(N)nc(Nc3ccc(F)cc3)n2)CC1,-3%,-12%,17%,0%,i,-1%,-24,1%,-6%
O=S(=O)(c1ccccc1)c1nc(-c2ccco2)oc1Nc1ccccc1,-8%,0%,-2%,9%,i,0%,0,26%,?
C=CCOn1c(=O)c(-c2ccc(OC)c(OC)c2)[n+]([O-])c2ccccc21,10%,6%,-4%,17%,i,0%,5,12%,0%
O=C1CCCC2=C1C1(CCCCC1)N=C(Nc1nc3ccccc3s1)N2,16%,-3%,-14%,1%,i,10µM*,27,-4%,15%
COc1cccc(-c2nn[nH]n2)c1O,14%,17%,23%,27%,i,-10%,17,11%,-4%
O=C(CCCn1c(=O)[nH]c2cc(Cl)ccc2c1=O)NCCCN1CCCC1,18%,11%,?,22%,i,8%,14,2%,-5%
O=C(NCC1CCCO1)C1CCC(=O)N1Cc1ccc(F)cc1 (stereo not given),1%,2%,-15%,-3%,i,2%,-16,-8%,-1%
CCN(C(=O)CSc1nnc(Nc2ccc(OC)cc2)s1)C1CCS(=O)(=O)C1 (stereo not given),-1%,-13%,-2%,-2%,i,-9%,-21,-2%,16%
COc1ccccc1N1CCN(C(CNC(=O)C(=O)NCc2cccnc2)c2cccnc2)CC1 (stereo not given),·,·,11%,-14%,i,·,·,0%,·
O=C(COc1ccccc1O)Nc1ccc(Cl)cc1,-6%,-10%,8%,1%,i,0%,-9,6%,3%
COc1ccc(NC(=O)CN(C)C(=O)C2CC(=O)N(c3cccc4ccccc34)C2)cc1 (stereo not given),5%[9.24 µM],3%,?,-1%,i,-8%,27,2%,-4%
Cc1ccccc1CN(C)CC(=O)Nc1ccccc1-c1ccccc1,9%,0%,?,3%,?,15µM*,-4,1%,12%
O=C(Nc1ccccc1NC(=O)c1ccccc1F)c1ccccc1F,16%,7%,-3%,-4%,i,12%,-10,-3%,2%
O=C(CN1C(=O)C(=O)c2ccccc21)NCCc1ccccc1,3%,0%,?,23%,i,3%,13,-18%,1%
Cc1ccc2c(c1)C1(SC(C)C(=O)N1c1ccc(Cl)cc1)C(=O)N2 (stereo not given),-16%,-29%,?,-18%,?,·,37,11%,·

# Screening results: PubChem BioAssay, National Center for Advancing Translational Sciences (NCATS)
